p53ts 39C kill – kills p53ts cells at the nonpermissive temperature; Potency, µM (doses to about 46.1 µM), without a hit: top-dose activity change, negative = cell killing, usual class: cytotoxic; 130,000 compounds, 1.5% hits; H1299-p53A138V viability at 39C, ATP luminescence, 24 h; also: nearly all actives have a fitted effect of over 55% in size
IkB signaling – suppresses IkB signaling in ABC-DLBCL reporter cells; 110,000 compounds, 0.04% hits; ABC-DLBCL IkBa-CBG/CBR dual luciferase ratio, 4 h; response scale: scaled: untreated 0%, proteasome inhibitor 100%; Potency, µM (titrated, usually from 57.1 µM), without a hit: top-dose IkBa stabilization activation; AID 445; active = well fitted curve in the direction sought with a large enough effect in the signal ratio, not every such curve was filed as active; inconclusive = small, poorly fitted or top-dose-only effect, or a change in a side signal; the % refers to the signal ratio;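 also: the direction sought is a rising ratio; 0% = basal untreated cells and 100% = reference inhibitor full response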
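Curves were fitted separately to fusion (green), unfused (red) and ratio luminescence, then classed by r2, magnitude and activity. Cells: OCI-Ly3, 4 h compound plus doxycycline at 37C; 10 uM MG-132 defined full response.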
Peg3 imprint – inducers of genomic imprint erasure in mouse ES cells; 110,000 compounds, 0.02% hits; mouse ES Peg3-LacZ reporter, beta-gal luminescence, 40 h; Potency, µM (series often up to 60.7 µM), for the others: at the highest dose activity change, positive = activation, hits mostly activators;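 also: 0% = negative control wells on the plate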
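Imprint erasure is scored as LacZ activity from the silenced maternal Peg3 allele in feeder-free female ES cells cultured 40 h with LIF. Luminescence is normalized to in-plate negative controls and fitted to the Hill equation.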
p53ts 32C kill – p53ts cell cytotoxicity, permissive temperature; H1299-p53A138V at 32C, ATP luminescence viability, 24 h; Potency, µM (highest dose often 46.1 µM), for the others: top-dose activity change, negative = cytotoxicity, actives largely listed as cytotoxic; 130,000 compounds, 0.93% hits; AID 924;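 also: 0% = DMSO and -100% = full killing by reference compound; nearly all actives have a fitted effect of over 55% in size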
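Cells: H1299 p53ts (A138V), 600/well, pre-incubated 16–30 h at 37C. Cpd up to 46 uM, 24 h, 32C. Readout: ATPlite luminescence, 20 min RT. Normalization: DMSO vs tamoxifen 100 uM. AC50 by Hill equation.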
Starred values were filed as active, the others as inactive; [ ] = another dose, or the depositor's remark. Unless noted, calls follow the shape of the dose curve; as a rule, active = well fitted curve in the direction sought with a large enough effect; inconclusive = small, poorly fitted or top-dose-only effect, or another doubt; inactive = no such curve, though single readings can be large; an effect the other way counts as inactive or inconclusive. Unless noted, % is scaled to controls: 0 for no effect and ±100 for the full control effect; potency is read from the fitted curve at half-maximal effect. Not a hit list; about 1.7% have a hit in one of these screens.

For O=c1c(-c2ccccc2)c(O)nc2ccccn12 the results were p53ts 39C kill -1%, IkB signaling -0.4%, Peg3 imprint -5% and p53ts 32C kill 1%.
`O=C1CC(c2cccs2)CC(O)=C1C=NCCN1CCNCC1` (configuration not stated) gave p53ts 39C kill -9%, IkB signaling -0.3%, Peg3 imprint -5% and p53ts 32C kill -4%.
Screening CCOCC(=O)Nc1cc(C(=O)OC)ccc1C(=O)OC returned p53ts 39C kill 1%, IkB signaling 1.6%, Peg3 imprint 9% and p53ts 32C kill 7%.
`O=c1c2ccccc2nc(COc2ccccc2)n1/N=C/c1ccco1` gave p53ts 39C kill 15%, IkB signaling -1.5%, Peg3 imprint -4% and p53ts 32C kill 8%.
Screening O=C(O)CCc1nc(-c2cccs2)no1 returned p53ts 39C kill 9%, IkB signaling -7.3%, Peg3 imprint 1% and p53ts 32C kill -17%.
For Cc1ccc(-c2cc(NC(=O)c3cccc(C)c3)on2)cc1 the results were p53ts 39C kill 7%, IkB signaling 2.6%, Peg3 imprint -14%[10.9 µM] and p53ts 32C kill 1%.
For O=C(CN1CCN(c2ccccn2)CC1)NC(=O)NC1CCCCC1 the results were p53ts 39C kill -13%, IkB signaling 2.5%, Peg3 imprint -7% and p53ts 32C kill 0%.
For CC(=O)C1=C(C)NC(SCC(=O)c2ccccc2)=C(C#N)C1CC(C)C (configuration not stated) the results were p53ts 39C kill 50%[activator], IkB signaling 1.0%, Peg3 imprint -18% and p53ts 32C kill 13%.
`CCCn1c(=O)c2[nH]c(-c3ccc(OCC(=O)NCCN)cc3)nc2n(CCC)c1=O` gave p53ts 39C kill 11%, IkB signaling -3.4%, Peg3 imprint -10% and p53ts 32C kill -7%.
`CCOc1ccc(Sc2cc(C(=O)NCc3ccc(F)cc3)c3ccccc3n2)cc1` gave p53ts 39C kill -14%, IkB signaling inconclusive, Peg3 imprint -14%[10.9 µM] and p53ts 32C kill -11%.
`Cc1ccc(S(=O)(=O)NCCNC(=O)C2CCCNC2=O)cc1` (configuration not stated) gave p53ts 39C kill -7%, IkB signaling 0.4%, Peg3 imprint -5% and p53ts 32C kill -4%.
COc1ccc2c(c1)CCc1cc(C(=O)N3CCN(c4ccc(N5CCOCC5)nn4)CC3)sc1-2 was read as p53ts 39C kill -4%, IkB signaling inconclusive, Peg3 imprint -12% and p53ts 32C kill -15%.
Cc1ccc(S(=O)(=O)N2CCC(C(=O)N3CCC[C@H]3C(=O)NCc3ccccc3)CC2)cc1 was read as p53ts 39C kill 9%, IkB signaling 1.5%, Peg3 imprint -15% and p53ts 32C kill 9%.
CS(=O)(=O)N(CC(=O)NCCSC1CCCCC1)c1ccc2c(c1)OCO2 was read as p53ts 39C kill 9%, IkB signaling -5.7%, Peg3 imprint -6% and p53ts 32C kill 6%.
`O=C(NCN1C(=O)C2C3C=CC(C3)C2C1=O)OC1CCCCC1` (configuration not stated) gave p53ts 39C kill -15%, IkB signaling 0.4%, Peg3 imprint -14% and p53ts 32C kill -6%.
For Cc1ccc2nc3c(cc(C#N)c(=O)n3CCN3CCOCC3)c(=O)n2c1 the results were p53ts 39C kill 7%, IkB signaling -1.2%, Peg3 imprint -12% and p53ts 32C kill -4%.
O=C(COc1ccccc1F)Nc1ccc2nc(SCCOc3ccccc3)sc2c1 was read as p53ts 39C kill 15%, IkB signaling -0.4%, Peg3 imprint -16%[10.9 µM] and p53ts 32C kill -7%.
For CCOC(=O)N1CCN(CCC(=O)Nc2ccc(OC)cc2OC)CC1 the results were p53ts 39C kill 16% and p53ts 32C kill 15%.
For O=C(Nc1ccccc1)c1cccc(N2C(=O)CCC2=O)c1 the results were p53ts 39C kill 17%, IkB signaling 1.6%, Peg3 imprint -9% and p53ts 32C kill 5%.
Screening Cc1ccc(-c2c(C(=O)NCc3ccccc3)oc(=O)c3ccccc23)cc1 returned p53ts 39C kill 24%, IkB signaling 0.1%, Peg3 imprint -4%[10.9 µM] and p53ts 32C kill 28%.
For Cc1ccc(CSc2nc3ccsc3c(=O)n2CCC(C)C)cc1 the results were p53ts 39C kill -16%, IkB signaling 1.7%, Peg3 imprint -13%[10.9 µM] and p53ts 32C kill -1%.
`O=C1c2cccnc2-c2ncccc21` gave p53ts 39C kill 1%, IkB signaling -0.9%, Peg3 imprint 4% and p53ts 32C kill 6%.
Screening CCn1cc(C(=O)N2CCN(c3ccccc3F)CC2)c(=O)c2cc(S(=O)(=O)N(C)C)ccc21 returned p53ts 39C kill 33%[activator], IkB signaling 0.1%, Peg3 imprint 13%[10.9 µM] and p53ts 32C kill 5%.
Screening CC(C)CCn1nnnc1C(C(C)C)N1CCC(C(N)=O)CC1 (configuration not stated) returned p53ts 39C kill 4% and p53ts 32C kill -6%.
For CCOc1ccc(CNC(=O)c2ccc3oc(=O)n(Cc4ccccc4)c3c2)cc1 the results were p53ts 39C kill 12%, IkB signaling inconclusive, Peg3 imprint -5%[10.9 µM] and p53ts 32C kill 4%.
For O=C1CC(N2CCOCC2)C(=O)N1CCN1C(=O)CC(N2CCOCC2)C1=O (configuration not stated) the results were p53ts 39C kill -1%, IkB signaling 2.1%, Peg3 imprint 16% and p53ts 32C kill -12%.
Cc1ccc(S(=O)(=O)n2nc(OC(=O)c3ccco3)cc2N)cc1 was read as p53ts 39C kill -10%, IkB signaling 12% and p53ts 32C kill -8%.
`COc1cc(NS(=O)(=O)c2ccc(NC(=O)COc3ccc(Cl)cc3Cl)cc2)nc(OC)n1` gave p53ts 39C kill 6%, IkB signaling inconclusive, Peg3 imprint 5%[10.9 µM] and p53ts 32C kill 3%.
For COc1ccc(OCC(=O)Nc2ccccc2OC)cc1 the results were p53ts 39C kill -6%, IkB signaling 4.3%, Peg3 imprint 0% and p53ts 32C kill -6%.
Screening CC(=O)OCCN1C(=O)c2cccnc2C1=O returned p53ts 39C kill 17%, IkB signaling -1.7%, Peg3 imprint 9% and p53ts 32C kill -1%.
For CC(C)C(NS(=O)(=O)c1ccc2c(c1)oc(=O)n2C)C(=O)N1CCN(C2CCCCC2)CC1 (configuration not stated) the results were p53ts 39C kill 9%, IkB signaling 3.4%, Peg3 imprint inconclusive and p53ts 32C kill -1%.
COc1cccc(NC(=S)N/N=C2/CCCCc3ccccc32)c1 was read as p53ts 39C kill 22µM* and p53ts 32C kill inconclusive.
CN(C(=O)c1ccc(=O)[nH]c1)C1(C(=O)NC2CCCCC2)CCCCC1 was read as p53ts 39C kill -6%, IkB signaling -0.7%, Peg3 imprint -14% and p53ts 32C kill -1%.
Cc1cc(C)c(OCCOCCn2c(-c3ccc(Cl)cc3)nc3ccccc3c2=O)c(C)c1 was read as p53ts 39C kill -1%, IkB signaling 1.8%, Peg3 imprint -10%[10.9 µM] and p53ts 32C kill -6%.
CCOn1c(=O)c(-c2ccc(OC)cc2)[n+]([O-])c2ccccc21 was read as p53ts 39C kill -5%, IkB signaling 0.5%, Peg3 imprint -1% and p53ts 32C kill 5%.
Screening CCC(C(=O)Nc1ccc(C)c(Cl)c1)n1c(=O)c(-c2ccccc2NC(C)=O)nc2ccccc21 (configuration not stated) returned p53ts 39C kill 11%, IkB signaling 1.9%, Peg3 imprint 8%[10.9 µM] and p53ts 32C kill 10%.
Screening CCOC(=O)C1CCCN(C(=O)CSc2nccn2C)C1 (configuration not stated) returned p53ts 39C kill 0%, IkB signaling -1.5%, Peg3 imprint -8% and p53ts 32C kill 1%.
O=C(CSc1nnc(-c2cccnc2)n1Cc1ccccc1)N1CCOCC1 was read as p53ts 39C kill -3%, IkB signaling 0.4%, Peg3 imprint -1% and p53ts 32C kill 9%.
`CCC1(c2ccccc2)NC(=O)N(CC(=O)Nc2cccc(C#N)c2)C1=O` (configuration not stated) gave p53ts 39C kill 0%, IkB signaling -0.1%, Peg3 imprint -8% and p53ts 32C kill 5%.
Cn1c(SCC(=O)Nc2cccc(O)c2)nnc1-c1ccc(S(=O)(=O)N2CCOCC2)cc1 was read as p53ts 39C kill -5%, IkB signaling 0.2%, Peg3 imprint -1% and p53ts 32C kill 0%.
Screening O=C(NCC(=O)N(Cc1cccs1)C(C(=O)NC1CCCCC1)c1ccco1)c1ccco1 (configuration not stated) returned p53ts 39C kill 22% and p53ts 32C kill 5%.
CCSc1nc2c(c(=O)[nH]c(=O)n2C)n1CC(O)COc1ccc(Cl)cc1 (configuration not stated) was read as p53ts 39C kill -9%, IkB signaling -2.3%, Peg3 imprint -12%[10.9 µM] and p53ts 32C kill 0%.
`C=CCc1c(C)[nH]c2ccc(C)cc2c1=O` gave p53ts 39C kill 0%, IkB signaling -1.9%, Peg3 imprint 10% and p53ts 32C kill -12%.
CCc1ccccc1NC(=O)c1sc(-n2nc(C)c(Cc3ccccc3)c2C)nc1C was read as p53ts 39C kill 13%, IkB signaling inconclusive, Peg3 imprint -18%[10.9 µM] and p53ts 32C kill -6%.
`COc1ccc2[nH]cc(CCNc3ccnc(-c4ccc(C(=O)N(C)C)cc4)n3)c2c1` gave p53ts 39C kill -29%, IkB signaling 0.8%[11.4 µM], Peg3 imprint -23% and p53ts 32C kill 3%.

Grouped by structure: the entries above with an NH in an aromatic ring (5)
`CCCn1c(=O)c2[nH]c(-c3ccc(OCC(=O)NCCN)cc3)nc2n(CCC)c1=O` gave p53ts 39C kill 11%, IkB signaling -3.4%, Peg3 imprint -10% and p53ts 32C kill -7%.
CN(C(=O)c1ccc(=O)[nH]c1)C1(C(=O)NC2CCCCC2)CCCCC1 was read as p53ts 39C kill -6%, IkB signaling -0.7%, Peg3 imprint -14% and p53ts 32C kill -1%.
CCSc1nc2c(c(=O)[nH]c(=O)n2C)n1CC(O)COc1ccc(Cl)cc1 (configuration not stated) was read as p53ts 39C kill -9%, IkB signaling -2.3%, Peg3 imprint -12%[10.9 µM] and p53ts 32C kill 0%.
`C=CCc1c(C)[nH]c2ccc(C)cc2c1=O` gave p53ts 39C kill 0%, IkB signaling -1.9%, Peg3 imprint 10% and p53ts 32C kill -12%.
`COc1ccc2[nH]cc(CCNc3ccnc(-c4ccc(C(=O)N(C)C)cc4)n3)c2c1` gave p53ts 39C kill -29%, IkB signaling 0.8%[11.4 µM], Peg3 imprint -23% and p53ts 32C kill 3%.

Continued.
Screening Cc1ccccc1Nc1c(-c2ccc(N3CCOCC3)cc2)nc2ccccn12 returned p53ts 39C kill 1µM*, IkB signaling inconclusive, Peg3 imprint -10%[10.9 µM] and p53ts 32C kill 1µM*.
For Clc1cccc2c1CN(C1=NCCN1)C2 the results were p53ts 39C kill -5%, IkB signaling -0.3%, Peg3 imprint -42%[inhibitor] and p53ts 32C kill -8%.
Screening Cc1cc(NS(=O)(=O)c2ccc(NC(=O)NC3CCCCC3)cc2)no1 returned p53ts 39C kill 16%, IkB signaling -1.1%, Peg3 imprint -71%[inhibitor] and p53ts 32C kill 9%.
`O=C(Nc1ccc(F)cc1)C1CCCCC1` gave p53ts 39C kill 5%, IkB signaling -0.4%, Peg3 imprint -18% and p53ts 32C kill 2%.
For COc1ccccc1NC(=O)c1ccc(N)cc1 the results were p53ts 39C kill -9%, IkB signaling 0.7%, Peg3 imprint -20% and p53ts 32C kill -14%.
O=C(c1ccc2c(c1)N(Cc1ccc(Cl)cc1)C(=O)c1ccccc1S2(=O)=O)N1CCN(c2ccccn2)CC1 was read as p53ts 39C kill -28%, IkB signaling inconclusive, Peg3 imprint -17%[10.9 µM] and p53ts 32C kill -12%.
For CSc1nnc2c(n1)OC=Nc1ccccc1-2 the results were p53ts 39C kill -15%, IkB signaling 1.5%, Peg3 imprint 0% and p53ts 32C kill 10%.
`CCO/C=N/c1c(C#N)c2c(c(=S)n1C)COC(C)(C)C2` gave p53ts 39C kill -7%, IkB signaling -0.7%, Peg3 imprint 13% and p53ts 32C kill 11%.
Screening COc1ccccc1CNc1nc2c(S(=O)(=O)c3ccc(C)c(C)c3)nnn2c2ccc(Cl)cc12 returned p53ts 39C kill -9%, IkB signaling -0.9%, Peg3 imprint -3%[10.9 µM] and p53ts 32C kill 14%.
For Cc1cccc(NC(=O)Cn2c(C)c(C#N)c3ccccc32)c1C the results were p53ts 39C kill 8%, IkB signaling 0.7%, Peg3 imprint -11% and p53ts 32C kill 9%.
CCc1nc(NCCN2CCOCC2)c2oc3ccccc3c2n1 was read as p53ts 39C kill 10%, IkB signaling -2.2%, Peg3 imprint -14% and p53ts 32C kill 3%.

Bioassay records deposited in PubChem BioAssay by National Center for Advancing Translational Sciences (NCATS).
